ERp5 block = inhibitors of ERp5-driven insulin aggregation, primary screen, biochemical, turbidity, absorbance 650 nm, single point; 0.05% of 350,000 active; Protein disulfide-isomerase A6 (Homo sapiens), Q15084; 90 min; inhibition, % at 9.99 µM;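 active = mean replicate inhibition above about 25%, with every replicate also reaching it, limit read from the data, passing the limit was not always enough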
Target sequence (Q15084 whole entry, looked up): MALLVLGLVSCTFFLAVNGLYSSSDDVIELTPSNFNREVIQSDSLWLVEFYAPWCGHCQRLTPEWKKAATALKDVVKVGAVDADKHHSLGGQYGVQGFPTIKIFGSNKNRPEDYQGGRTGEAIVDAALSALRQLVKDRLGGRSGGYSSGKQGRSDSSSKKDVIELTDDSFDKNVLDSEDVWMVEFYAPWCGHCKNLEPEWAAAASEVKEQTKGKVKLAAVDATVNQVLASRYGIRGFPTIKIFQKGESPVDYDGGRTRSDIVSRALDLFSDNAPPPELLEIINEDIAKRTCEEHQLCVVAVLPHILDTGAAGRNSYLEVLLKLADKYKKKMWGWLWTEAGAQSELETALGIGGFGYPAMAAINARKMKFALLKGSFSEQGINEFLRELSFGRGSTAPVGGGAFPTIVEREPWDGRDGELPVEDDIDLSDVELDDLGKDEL
SIRT5 block = SIRT5 desuccinylase inhibitors, primary screen, biochemical, fluorescence imaging, single point, set 5 | Purified SirT5, succinyl-peptide AMC, trypsin-coupled fluorescence | inhibition, % at 15 µM | 1.1% of 330,000 active | AID 652115, 2013 | NAD-dependent protein deacylase sirtuin-5, mitochondrial (Homo sapiens), Q9NXA8; in the data active = inhibition above about 15%
Target sequence (Q9NXA8 whole entry, looked up): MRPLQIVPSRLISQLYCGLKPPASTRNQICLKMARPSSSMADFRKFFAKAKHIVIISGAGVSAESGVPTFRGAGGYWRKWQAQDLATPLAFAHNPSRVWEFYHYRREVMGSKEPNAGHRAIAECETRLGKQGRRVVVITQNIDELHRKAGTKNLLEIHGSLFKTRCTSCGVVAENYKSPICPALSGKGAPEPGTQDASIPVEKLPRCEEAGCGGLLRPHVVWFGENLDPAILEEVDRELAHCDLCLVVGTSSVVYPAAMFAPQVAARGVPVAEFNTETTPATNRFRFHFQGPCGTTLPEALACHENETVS
Numbers without * were called inactive; & = joins results of further samples. An excerpt; count on the stated rates, not on these rows.

SMILES	ERp5 block	SIRT5 block
CCS(=O)(=O)N1CCC2(CC1)CN(C(=O)c1cccc(F)c1)[C@H](CO)c1c2c2ccc(OC)cc2n1C	-10	-5
COc1ccc2c3c(n(C)c2c1)[C@@H](CO)N(C(=O)Nc1ccc(F)cc1)CC31CN(C(=O)NC2CCCC2)C1	0	3
O=C(NC1CCCC1)C1C(c2ccc(C(F)(F)F)cc2)=Nc2ccccc2N1C(=O)c1ccccc1 (stereo not drawn)	-2	-5
C[C@H](CO)N1C[C@H](C)[C@@H](CN(C)Cc2cccc(C(=O)Nc3ccccc3N)c2)OCc2ccccc2-c2c(n(C)c3ccccc23)C1=O	2	7
CCCC(=O)N1CC2(C1)CN(C(=O)Nc1ccc(F)cc1)[C@@H](CO)c1c2c2ccc(OC)cc2n1C	3	4
CN(C)C(=O)c1ccc(-c2ccccc2[C@H]2[C@@H](C#N)N(C(=O)C3CCCCC3)[C@H]2CO)cc1	0	-2
CCCCn1nnnc1C(c1ccccc1)N1CCN(C)CC1 (stereo not drawn)	2	-4
Cc1cccc(N2CCN(C(C(=O)NCc3ccccc3)c3ccc(F)cc3)CC2)c1C (stereo not drawn)	-4	-1
CCCC#Cc1ccc([C@H]2[C@@H](CO)N3C(=O)CN(C(=O)Nc4cccc(F)c4)C[C@H]23)cc1	-3	0
C#CCN(C[C@H]1[C@H](OC(=O)Nc2c(C)noc2C)[C@H](OC(=O)Nc2c(C)noc2C)CN(C(=O)OC(C)C)N1C(=O)OC(C)C)S(=O)(=O)c1ccc(C)cc1	-1	6
C[C@H]1CN([C@@H](C)CO)C(=O)c2cccc(NS(=O)(=O)c3ccc(Cl)cc3)c2O[C@@H]1CN(C)Cc1ccc(C(=O)Nc2ccccc2N)cc1	2	5
O=S1(=O)N[C@H](Cc2ccccc2)COc2cc(N3CCC[C@H]3CO)ccc21	-1	2
CN1C(=O)c2cc(NC(=O)C3CCC3)ccc2OC[C@H]2O[C@@H](CC(=O)NCc3ccccc3F)CC[C@H]21	-3	-4
C/C=C/c1ccccc1[C@H]1[C@@H](C#N)N(C(=O)Cc2ccccn2)[C@@H]1CO	5	-4
O=C1CCCC[C@@H](O)[C@H](O)C[C@H](c2ccccc2)O1	7	-2
O=C(Nc1cc(F)ccc1F)N1CC(=O)N2[C@H](CO)[C@H](c3ccc(C#CC4CCCC4)cc3)[C@@H]2C1	1	5
CCNC(=O)[C@@H]1[C@@H](CO)[C@@H]2Cn3c(ccc(-c4ccc(F)cc4)c3=O)[C@@H]2N1C	-5	0
Cn1cnc(S(=O)(=O)N2[C@@H]3CNC[C@H]2C3c2ccc(-c3ccccc3F)cc2)c1 (stereo partly drawn)	1&-2	-1&-1
Cc1ccccc1-c1ccc([C@H]2[C@H](CO)N3C(=O)CN(C(=O)c4ccc(F)cc4)C[C@@H]23)cc1	-3	2
Cc1cccc(C)c1NC(=O)C(c1cccc(F)c1)N1CCN(C)CC1 (stereo not drawn)	5	2
CN1C(=O)c2cc(NC(=O)C3CC3)ccc2OC[C@H]2O[C@H](CC(=O)O)CC[C@H]21	-4	0
C/C=C/c1ccc([C@@H]2[C@@H](CO)N(C(=O)CN(C)C)C23CN(C(=O)C2CCCC2)C3)cc1	0	-1
COCC(=O)N1CC(=O)N2[C@H](CO)[C@@H](c3ccc(C#CC4CC4)cc3)[C@H]2C1	2	-1
O=C(CN1CCCCCC1=O)N1CCN(S(=O)(=O)c2cccs2)CC1	-1	-5
CN1C(=O)c2cc(NC(=O)c3cnccn3)ccc2OC[C@H]2O[C@@H](CC(=O)NCC3CC3)CC[C@@H]21	-4	6
COc1cccc(CNC(=O)[C@@H]2CCCN2C(=O)[C@@H]2CCCN2C(=O)c2cccs2)c1	2	-7
O=C(C[C@@H]1CC[C@@H]2[C@H](COC[C@@H](O)CN2CC2CCCC2)O1)NCc1ccc(Cl)cc1	1	-3
COc1cccc(C(=O)NCC[N+](C)(C)C)c1	4	-1
CCC(=O)N1C[C@H](C)[C@@H](OC)CN(C)C(=O)c2ccc(NC(=O)C3CCOCC3)cc2OC[C@@H]1C	-2	7
CC(C)NC(=O)N1[C@@H](CO)[C@@H](c2ccccc2)C12CN(Cc1cc(F)cc(F)c1)C2	0	2
CCOc1cc(/C=N/NC(=O)c2cccnc2)ccc1OCC(N)=O	3	1
CCC(=O)N1[C@@H]2c3cccc(=O)n3C[C@@H]2[C@@H](CO)[C@@H]1C(=O)NC1CCCC1	0	0
O=C(Nc1ccccc1F)N1CC(=O)N2[C@@H](CO)[C@@H](c3ccc(C#Cc4ccccc4)cc3)[C@@H]2C1	9	1
COc1ccc2c3c(n(C)c2c1)[C@H](CO)N(C(=O)NC(C)C)CC31CN(C(=O)NC(C)C)C1	5	-1
O=C(c1ccc2c(c1)OCO2)N1CC(=O)N2[C@H](CO)[C@H](c3ccc(C#CCC4CCCC4)cc3)[C@H]2C1	1	10
C[C@H](c1ccccc1)N1C[C@H](COCc2ccccc2)Oc2cc(N3CC[C@@H](O)C3)ccc2S1(=O)=O	-1	9
COc1cccc(C#Cc2ccc([C@@H]3[C@@H](C#N)N(C(=O)C4CCCC4)[C@@H]3CO)cc2)c1	8	-4
C/C=C/c1ccc([C@H]2[C@@H](CO)N(CC3CCCC3)C23CN(C(=O)COC)C3)cc1	-4	4
O=C(c1ccccn1)N1CC2(C1)[C@H](c1ccccc1)[C@H](CO)N2C(=O)C1CCCC1	-4	4
CO[C@H]1CN(C)C(=O)c2ccc(NC(=O)C3CCC3)cc2OC[C@H](C)N(C)C[C@@H]1C	-2	-1
Cc1ccc(S(=O)(=O)NC[C@@H]2CC[C@@H]3[C@@H](CN3Cc3cc(F)ccc3F)O2)cc1	4	3
C=CCNc1cccc2c1S(=O)(=O)N[C@H](CC(C)C)CO2	4	-4
O=C1c2ccccc2C(c2nnnn2-c2ccc3c(c2)OCCO3)N1Cc1cccs1 (stereo not drawn)	-4	12
CC(C)C[C@H]1CN(CCCC[C@@H]2CNC(=O)C(=O)N2CC2CCCCC2)C(=O)C(=O)N1Cc1ccccc1	-2	3
COc1cccc(-c2ccc([C@@H]3[C@@H](CO)N4C(=O)CN(C(=O)C5CCOCC5)C[C@H]34)cc2)c1	2	2
COCC(=O)N1C[C@H](C)[C@H](OC)CN(C)C(=O)c2ccc(NC(=O)c3cnccn3)cc2OC[C@H]1C	2	1
N#Cc1ccc(-c2ccc([C@H]3[C@H](CO)N4C(=O)CN(C(=O)C5CC5)C[C@@H]34)cc2)cc1	-10	-4
O=C(NCC(=O)N1CCCC1)NN=Cc1ccccc1O	0	4
C=CCN1C(=O)/C(=C\c2cc(Br)c(OCc3ccccn3)c(OC)c2)SC1=S	-1	-1
O=C1NC[C@@H](CCCCN2C[C@H](Cc3ccccc3)N(CCC3CCCCC3)C(=O)C2=O)N(CCc2ccc(O)cc2)C1=O	2	5

(listing goes on)
SMILES	ERp5 block	SIRT5 block
CN1c2ccc(-c3cccc(F)c3)cc2[C@@H]2[C@@H](CCN2C(=O)C2CCC2)[C@@H]1CO	3	-12
CCCNC(=O)[C@@H]1[C@@H](CO)[C@@H]2Cn3c(ccc(-c4ccccc4)c3=O)[C@H]1N2C(=O)CC	4	-28
O=C(C[C@@H]1C=C[C@H](NC(=O)C2CCOCC2)[C@@H](CO)O1)Nc1ccccc1	6	-5
COc1ccc2c3c([nH]c2c1)[C@H](CO)N(C(=O)C1CCC1)CC31CN(S(C)(=O)=O)C1	-3	-1
COc1cccc(-c2ccc([C@H]3[C@@H](CO)N4C(=O)CN(C(=O)C5CCCC5)C[C@@H]34)cc2)c1	-1	9
CN(C)C(=O)C[C@H]1CC[C@@H]2[C@@H](COc3ccc(NC(=O)C4CCC4)cc3C(=O)N2C)O1	6	1
CC(C)NC(=O)N1CC2(C1)[C@H](c1ccccc1)[C@H](CO)N2Cc1cncnc1	-4	0
COc1ccc2c3c([nH]c2c1)[C@@H](CO)N(C(=O)C1CCC1)CC31CN(S(C)(=O)=O)C1	-2	5
O=[N+]([O-])c1ccccc1CN1CCN(Cc2c[nH]c3ccccc23)CC1	-4	-5
COc1ccc2c3c(n(C)c2c1)[C@@H](CO)N(C(=O)C1CCCC1)CC31CCN(C(=O)CC2CC2)CC1	-1	0
Cc1ccc(-c2c(C(=O)c3ccccc3)[nH]c(N)c2C(=O)NCCc2c[nH]c3ccccc23)cc1	-5	9
CCCC(=O)N1CC2(CN(Cc3nccs3)C2)c2c([nH]c3cc(OC)ccc23)[C@H]1CO	-2	2
N#C[C@H]1[C@@H](c2ccc(-c3cccc(F)c3)cc2)[C@H](CO)N1c1nc(-c2ccccc2)cs1	-1	4
O=C(c1ccncc1)N1CC(=O)N2[C@@H](CO)[C@@H](c3ccc(-c4cccnc4)cc3)[C@@H]2C1	-4	9
C/C=C/c1ccc([C@H]2[C@@H](CO)N(Cc3cncnc3)C23CN(C(=O)CC)C3)cc1	-1	1
CCOC(=O)C1=C(C)Nc2ccccc2N=C1NC(=O)C(CC)c1ccccc1 (stereo not drawn)	-4	2
CN1CCN(C(=O)C[C@H]2CC[C@H]3[C@@H](COC[C@H](O)CN3CC3CCCC3)O2)CC1	2	-2
O=C(c1ccccc1)N1CC(=O)N2[C@@H](CO)[C@H](c3ccc(C#Cc4ccccc4)cc3)[C@@H]2C1	1	3
COC(=O)c1ccc2nc(-c3ccccc3)c(Cc3ccc(OC)cc3C)n2c1	3	-4
CN(C)C(=O)C[C@H]1CC[C@@H]2[C@H](COc3ccc(NC(=O)C4CCCC4)cc3C(=O)N2C)O1	-3	10

The final two records of the part above are carried over, then new ones follow:
SMILES	ERp5 block	SIRT5 block
COC(=O)c1ccc2nc(-c3ccccc3)c(Cc3ccc(OC)cc3C)n2c1	3	-4
CN(C)C(=O)C[C@H]1CC[C@@H]2[C@H](COc3ccc(NC(=O)C4CCCC4)cc3C(=O)N2C)O1	-3	10
O=C(C1CCCC1)N1CC(=O)N2[C@@H](CO)[C@H](c3ccc(-c4cccnc4)cc3)[C@@H]2C1	7	-3
CCC(=O)N1[C@@H](CO)[C@H](c2ccc(-c3ccccc3OC)cc2)C12CN(C(C)=O)C2	0	6
O=C(NCc1ccccc1)c1nc(-c2c(F)cccc2F)oc1-c1ccccc1	2	-1
COCC(=O)N1[C@H](C#N)[C@@H](c2ccccc2-c2ccc(C)cc2)[C@@H]1CO	-1	3
N#C[C@@H]1[C@H](c2ccccc2C2=CCCC2)[C@@H](CO)N1C(=O)CN1CCOCC1	1	-4
Cc1ccc2ccc(C(Nc3ccccc3)c3ccc(F)cc3)c(O)c2n1 (stereo not drawn)	-2	-1
CC(C)[C@@H](NC(=O)OC(C)(C)C)c1cc(C(=O)c2c(-c3ccccc3)[nH]c3ccccc23)c(N)s1	-1	-1
Cc1ccc(S(=O)(=O)Nc2ccc3c(c2)C(=O)N([C@H](C)CO)C[C@H](C)[C@H](CN(C)Cc2ccc(Cl)c(Cl)c2)OCCCC[C@H](C)O3)cc1	1	7
CCOC1=C2CN(S(=O)(=O)c3ccc(C)cc3)C(c3ccc(CC)cc3)CC2n2c(=O)n(-c3ccccc3)c(=O)n2C1 (stereo not drawn)	0	-5
COC[C@@H]1CCCN1c1ccc2c(c1)O[C@H](COCc1ccccc1)CN([C@@H](C)c1ccccc1)S2(=O)=O	2	-5

Not a retest: 7 of the compounds above.
SMILES	ERp5 block	SIRT5 block
CCS(=O)(=O)N1CCC2(CC1)CN(C(=O)c1cccc(F)c1)[C@H](CO)c1c2c2ccc(OC)cc2n1C	-10	-5
COc1ccc2c3c(n(C)c2c1)[C@@H](CO)N(C(=O)Nc1ccc(F)cc1)CC31CN(C(=O)NC2CCCC2)C1	0	3
O=C(NC1CCCC1)C1C(c2ccc(C(F)(F)F)cc2)=Nc2ccccc2N1C(=O)c1ccccc1 (stereo not drawn)	-2	-5
C[C@H](CO)N1C[C@H](C)[C@@H](CN(C)Cc2cccc(C(=O)Nc3ccccc3N)c2)OCc2ccccc2-c2c(n(C)c3ccccc23)C1=O	2	7
CCCC(=O)N1CC2(C1)CN(C(=O)Nc1ccc(F)cc1)[C@@H](CO)c1c2c2ccc(OC)cc2n1C	3	4
CN(C)C(=O)c1ccc(-c2ccccc2[C@H]2[C@@H](C#N)N(C(=O)C3CCCCC3)[C@H]2CO)cc1	0	-2
CCCCn1nnnc1C(c1ccccc1)N1CCN(C)CC1 (stereo not drawn)	2	-4

The list continues.
SMILES	ERp5 block	SIRT5 block
N#Cc1ccc(-c2ccc(C3[C@@H]4CN(Cc5ccccc5F)C[C@H]3N4)cc2)cc1 (stereo partly drawn)	15&7	-2&-1
Oc1ccc2ccccc2c1CNc1ccc(Br)cc1	2	-1
CC[C@H](C)[C@H]1CNC(=O)C(=O)N1CC1CCN(CCc2ccc(OC)c(OC)c2)CC1	2	-3
O=C(C[C@H]1CC[C@H]2[C@@H](COC[C@@H](O)CN2S(=O)(=O)c2ccc(Cl)cc2)O1)NCCN1CCCCC1	-2	2
COc1ccc2c3c(n(C)c2c1)[C@H](CO)N(C(=O)CN1CCOCC1)CC31CN(Cc2ccncc2)C1	-8	-2
CCNC(=O)[C@H]1[C@H](CO)[C@H]2Cn3c(cccc3=O)[C@@H]1N2C(=O)Nc1cc(F)ccc1F	0	1
COc1ccc(-c2cc(C(F)(F)F)n3nc(C(=O)NCCCN4CCOCC4)cc3n2)cc1	7	-6
COc1ccc(S(=O)(=O)NC[C@@H]2CC[C@@H]3[C@@H](CN3Cc3cc(F)ccc3F)O2)cc1	-3	-15
CCCNC(=O)N1[C@H](CO)[C@H](c2ccccc2-c2ccccc2)[C@@H]1C#N	3	14
COc1ccc2c3c([nH]c2c1)[C@H](CO)N(C(=O)C1CC1)CC31CCN(Cc2nccs2)CC1	-9	3
Cc1cccn2c(=O)c(C=O)c(N3CCN(c4ccccc4)CC3)nc12	-6	2
COc1cccc(C#Cc2ccc([C@H]3[C@H]4CN(C(=O)Cc5ccccc5)CC(=O)N4[C@H]3CO)cc2)c1	-3	10

Compound activity as filed in PubChem.
